DNA Pol III inh – DNA polymerase III holoenzyme inhibition. Potency, µM (doses to about 57.1 µM), without a hit: at the highest dose activity change, negative = inhibition. 71,000 compounds, 0.25% hits. reconstituted DNA polymerase III holoenzyme replication, biochemical; further: potency means the concentration at half of the fitted maximal effect; on the % scale 0 is the no-effect control and ±100 the full control effect
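Reconstituted *E. coli* holoenzyme (0.35 nM Pol III, 1 nM beta, 154 nM SSB, 2 nM primase) was preincubated with compound for 15 min at RT. Synthesis on 1.4 nM ssM13Gori ran 35 min, then was stopped with PicoGreen/EDTA and read as dsDNA fluorescence.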
BRCT inh red – disrupts BRCA1 BRCT binding to phosphoprotein, red fluorophore readout; P38398; BRCT-phosphopeptide binding, red fluorescence polarization; 75,000 compounds, 0.03% hits; Potency, µM (highest dose often 76.9 µM), inactives show at the highest dose activity change, negative = inhibition, hits mostly inhibitors; further: on the % scale 0 is the no-effect control and ±100 the full control effect
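Fluorescence polarization: 100 nM His-tagged BRCA1 BRCT with 100 nM TAMRA-labelled phospho-BACH1 decapeptide, phosphate buffer pH 7.3 with 150 mM NaCl, DTT, 0.01% Tween 20; 12 min RT. Binding inhibition seen as FP decrease.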
USP2a inhib – blocks human ubiquitin-specific protease USP2a; USP2a enzymatic assay, qHTS inhibition; Potency, µM (top dose mostly 38.3 µM), inactives show at the highest dose activity change, negative = inhibition, actives largely listed as inhibitors; 60,000 compounds, 0.1% hits; AID 927;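 further: potency means the concentration at half of the fitted maximal effect; nearly all actives have a fitted effect of over 60% in size; plate controls were DMSO for no effect and NEM full inhibition control for full effect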
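Coupled readout: USP2-cleaved Ub-PLA2 (20nM final) turns over NBD C6-HPC (20uM final), Ex 460nm/Em 535nm after 2.5 h, time-zero read flagging artifacts. Enzyme (20nM final, pH 8.0 Tris) given 30 min RT with compound first; NEM defines full inhibition.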
GFP derepression – epigenetic modulators derepressing GFP locus in mouse cells. Potency, µM (doses to about 46.1 µM), without a hit: top-dose GFP derepression (activation). mouse C127i GFP locus derepression, cytometry, 30 h. 68,000 compounds, 0.09% hits; further: % of control where 0% means no effect
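Derepression screen: silenced CMV-GFP reporter in murine C127i cells, 30 h compound incubation at 37 C, washed cells imaged by laser-scanning cytometer to enumerate GFP-expressing objects of 20 to 120 um.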
HADH2 inhib – inhibitors of human HADH2 dehydrogenase; 73,000 compounds, 3.4% hits; Potency, µM (series often up to 57.1 µM), inactives show at the top dose activity change, negative = inhibition, most hits filed as inhibitors; recombinant HADH2, NADH fluorescence, beta-hydroxybutyryl-CoA; Q99714; AID 886; further: potency means the concentration at half of the fitted maximal effect; on the % scale 0 is the no-effect control and ±100 the full control effect; nearly all actives have a fitted effect of over 60% in size; many of its hits are not listed in these tables
Target sequence (Q99714 whole entry, looked up, one chain of several): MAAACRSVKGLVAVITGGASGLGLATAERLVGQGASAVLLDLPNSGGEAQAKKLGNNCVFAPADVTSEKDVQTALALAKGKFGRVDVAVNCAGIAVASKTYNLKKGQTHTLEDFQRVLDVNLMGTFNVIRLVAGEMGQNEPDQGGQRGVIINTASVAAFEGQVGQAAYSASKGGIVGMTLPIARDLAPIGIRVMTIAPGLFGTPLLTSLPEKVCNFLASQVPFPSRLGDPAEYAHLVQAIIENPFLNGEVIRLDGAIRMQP
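E. coli-expressed His-tagged HADH2 tested at 20 nM in alkaline Tris buffer (pH 9.0); oxidation of 90 uM beta-hydroxybutyryl-CoA with 1 mM NAD+ tracked fluorimetrically for 4 min.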
CRE Fsk mod – alters forskolin-stimulated CRE reporter signaling in CHO cells | CHO CRE-bla reporter (cAMP response element driving beta-lactamase), forskolin EC10, beta-lactamase ratio | Potency, µM (top dose mostly 38.2 µM), for inactives: at the highest dose activity change, negative = inhibition, hits mostly activators | 71,000 compounds, 2.5% hits | AID 662; active means well fitted activation curve with a large enough effect in the signal ratio, with a control signal flat, not every such curve was filed as active; inconclusive means small, poorly fitted or top-dose-only effect, or effect the other way, or a change in a side signal; the % refers to the signal ratio; further: potency means the concentration at half of the fitted maximal effect; % of control where 0% means no effect
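Modulation of forskolin-driven signalling is measured in CHO cells carrying a CRE-controlled beta-lactamase reporter. Cells are stimulated with EC10 NKH 477 in the presence of titrated compound for 3 h at 37 °C, then loaded with CCF4 for 2 h at room temperature.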
Hsp90 Hop PPI – changes Hsp90-Hop TPR2A binding signal, up or down; AlphaScreen TPR2A-His6 binding biotin-Hsp90 C-terminal peptide; AID 595; 71,000 compounds, 0.44% hits; Potency, µM (titrated, usually from 57 µM), without a hit: at the top dose activity change, negative = inhibition; active means well fitted curve in either direction with a large enough effect; inconclusive means small, poorly fitted or top-dose-only effect, or another doubt; further: potency means the concentration at half of the fitted maximal effect; on the % scale 0 is the no-effect control and ±100 the full control effect; many of its hits are not listed in these tables
Ub-GFP proteasome – ubiquitin-GFP accumulation via proteasome inhibition | Ubiquitin-GFP reporter cells, proteasome inhibition, GFP fluorescence; response scale: untreated = 0%, 10 µM MG-132 = 100% | Potency, µM (series often up to 45.9 µM), for the others: at the top dose activation (GFP accumulation), hits mostly activators | 67,000 tested, under 10 active; active means well fitted activation curve with a large enough effect, not every such curve was filed as active; inconclusive means small, poorly fitted or top-dose-only effect, or another doubt; inactive means no such curve, though single readings can be large or run the other way; further: potency means the concentration at half of the fitted maximal effect
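U2OS cells stably expressing ubiquitin(G76V)-GFP, seeded overnight in 0.5% FBS medium, were exposed to compounds (qHTS, 46 uM to 2.9 nM) for 4 hr at 37 °C. GFP-positive cells were counted by laser cytometry (488 ex/515 em), normalized between basal and 10 uM MG-132.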
HBB splice mod – alters splicing of the hemoglobin beta chain | 65,000 compounds, 0.06% hits | Potency, µM (doses to about 46.1 µM), without a hit: at the top dose activation, hits mostly activators | HBB splicing reporter cell assay, activation; EGFP reporter with mutant IVS2-654 intron; response scale: normalised to 500 nM splice-correcting PNA | AID 925; further: potency means the concentration at half of the fitted maximal effect; 0% is about no effect
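HeLa cells stably expressing EGFP interrupted by mutant beta-globin intron 2 (IVS2-654), 500/well in 2% FCS. Treated with compound for 2 days at 37C. Splicing correction scored as total well GFP intensity (488 nm excitation, 500-520 nm emission); 500 nM antisense PNA served as control.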
BRCT inh green – BRCA1 BRCT-phosphoprotein interaction inhibition | P38398 | BRCA1 BRCT-phosphopeptide binding, green fluorescence polarization | Potency, µM (highest dose often 76.9 µM), for inactives: at the top dose activity change, negative = inhibition, most hits filed as inhibitors | 75,000 compounds, 0.05% hits | AID 875;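 further: potency means the concentration at half of the fitted maximal effect; plate controls were peptide without protein for full effect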
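Fluorescence polarization: His-tagged BRCT (~35 kDa BRCA1 C-terminus, 250 nM) bound to 100 nM fluorescein-labeled phosphorylated 10-aa BACH1 peptide, pH 7.3 phosphate buffer with DTT and Tween 20. Compounds incubated 12 min at room temperature; inhibition read as lowered polarization.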
ALOX15 inhib – 15-hLO (ALOX15) enzyme inhibition; P16050; purified 15hLO-1, xylenol orange hydroperoxide absorbance; Potency, µM (titrated, usually from 57.1 µM), inactives show at the top dose activity change, negative = inhibition, hits mostly inhibitors; 74,000 compounds, 1.4% hits; AID 887; further: potency means the concentration at half of the fitted maximal effect; on the % scale 0 is the no-effect control and ±100 the full control effect; nearly all actives have a fitted effect of over 55% in size
Target sequence (P16050 whole entry, looked up): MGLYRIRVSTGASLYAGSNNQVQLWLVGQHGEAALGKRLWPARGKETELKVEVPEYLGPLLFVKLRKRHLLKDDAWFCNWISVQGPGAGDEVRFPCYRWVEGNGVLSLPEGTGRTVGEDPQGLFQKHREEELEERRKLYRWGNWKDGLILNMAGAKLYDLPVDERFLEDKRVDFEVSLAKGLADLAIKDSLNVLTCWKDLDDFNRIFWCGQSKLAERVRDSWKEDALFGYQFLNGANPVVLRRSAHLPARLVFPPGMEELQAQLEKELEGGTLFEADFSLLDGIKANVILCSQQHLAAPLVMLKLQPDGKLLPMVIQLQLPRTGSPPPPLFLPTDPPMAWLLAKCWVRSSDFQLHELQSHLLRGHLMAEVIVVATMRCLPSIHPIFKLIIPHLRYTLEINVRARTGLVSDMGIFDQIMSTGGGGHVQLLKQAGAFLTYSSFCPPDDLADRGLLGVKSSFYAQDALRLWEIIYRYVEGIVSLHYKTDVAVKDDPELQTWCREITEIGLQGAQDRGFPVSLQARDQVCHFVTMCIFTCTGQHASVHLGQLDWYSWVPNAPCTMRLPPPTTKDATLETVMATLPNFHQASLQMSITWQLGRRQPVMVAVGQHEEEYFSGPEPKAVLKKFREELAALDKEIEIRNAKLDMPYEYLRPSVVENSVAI
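Inhibition is scored from a chromogenic endpoint. After 15 min enzyme-compound contact, arachidonic acid (50 uM final) reacts 6 min with 40 nM 15hLO-1 at room temperature, then Fe-XO reagent is added for 30 min and absorbance ratio recorded.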
* hit, by the source's call; ? = inconclusive; . = no result given; [ ] = dose if it differs, or a comment. Unless noted, the call rests on the fitted dose curve; in most records, active means well fitted curve in the direction sought with a large enough effect; inconclusive means small, poorly fitted or top-dose-only effect, or another doubt; inactive means no such curve, though single readings can be large; an effect the other way counts as inactive or inconclusive.

SMILES	DNA Pol III inh	BRCT inh red	USP2a inhib	GFP derepression	HADH2 inhib	CRE Fsk mod	Hsp90 Hop PPI	Ub-GFP proteasome	HBB splice mod	BRCT inh green	ALOX15 inhib
Cc1noc(C)c1S(=O)(=O)N1CCCC(C(=O)NCc2ccccn2)C1 (configuration not stated)	5.0%	0.4%	0.4%	-0.4%	8.5%	3.6%	-2.9%	1.9%	-0.2%	-0.7%	1.1%
CC(C)COC(=O)COc1cc(Cl)c(Cl)cc1Cl	-8.7%	0.2%	.	.	-6.0%	-8.2%	?	.	-0.1%	-3.3%	0.3%
CC(C=O)Cc1ccc(C(C)(C)C)cc1 (configuration not stated)	-1.6%	-0.6%	.	.	-5.4%	-0.5%	-1.8%	.	1.3%	-0.5%	2.2%
CCCn1c2c(c(O)c(C(=O)Nc3ccccc3)c1=O)CCCC2	-6.4%	1.6%	-2.2%	0.0%	-20.9%	1.5%	0.0%	0.0%	.	-0.2%	9.1%
N=c1n(CCN2CCCC2)c2ccccc2n1CC(O)c1ccco1 (configuration not stated)	0.8%	-0.1%	-1.0%	1.0%	9.4%	-0.3%	-5.7%	0.6%	.	-0.9%	8.7%
COc1ccc(C(=O)CSc2nnc(-c3ccco3)n2C)cc1	-3.1%	-2.0%	9.2%	-1.6%	-6.9%	-0.5%	-2.2%	-5.7%	-0.6%	1.0%	0.6%
CN1CCN(C(=O)c2ccc3c(c2)N(Cc2ccc(Cl)cc2)C(=O)c2ccccc2S3=O)CC1 (configuration not stated)	-7.3%	0.8%	.	6.9%	1.0%	-12.1%	-0.6%	4.6%	-0.4%	0.2%	-5.1%
O=C(NC1CCCCC1)c1noc2c1CCCCC2	1.1%	-0.2%	12.5%	5.7%	2.4%	?	-5.5%	18.7%	-2.4%	-2.1%	-2.1%
Cn1cnnc1SCC(=O)c1ccco1	-4.2%	0.2%	-3.3%	0.0%	-19.3%	-2.9%	-2.9%	0.7%	0.1%[57.5 µM]	-1.6%	-2.2%
CSc1ccc(C2C(C#N)=C(N)N(c3ccccc3)C3=C2C(=O)CCC3)cc1 (configuration not stated)	3.9%	-0.9%	30.9%[activator]	0.0%	?	-18.8%	-13.4%	-2.7%	4.1%[0.369 µM]	0.8%	-6.5%
COc1ccccc1NC(=O)CNC(=O)c1ccc(F)cc1	-3.7%	-0.7%	1.0%	0.0%	4.6%	0.7%	-5.9%	-4.6%	-0.2%	-1.1%	0.2%
COCc1cc(C)n(CC(=O)Nc2ccccc2OC)c(=O)c1C#N	-3.0%	1.0%	.	6.8%	3.8%	-1.2%	-1.1%	-1.5%	-0.1%[57.5 µM]	-3.4%	6.2%
COc1ccc(CNC(=O)CSc2nc3nc(C)cc(C)n3n2)cc1	-4.4%	-1.8%	-2.0%	0.0%	1.5%	1.9%	-1.2%	9.6%	-0.1%[57.5 µM]	1.2%	-4.5%
Nc1nncn1C(=O)c1ccccc1Cl	1.6%	0.9%	4.9%	0.3%	2.2%	-15.9%	?	-1.4%	-0.6%	-1.1%	-4.5%
CCCC(C(=O)NCC1CCCO1)N(Cc1ccco1)C(=O)CNS(=O)(=O)c1ccc(F)cc1 (configuration not stated)	2.9%	1.4%	.	-1.2%	10.2%	-2.1%	-2.8%	-6.0%	-0.2%[57.5 µM]	0.7%	10.3%
COc1cccc(NS(=O)(=O)c2cc(C)sc2C)c1	2.5%	-0.8%	1.4%	7.3%	-2.9%	-4.0%	-1.6%	-4.6%	-0.3%	-0.4%	5.4%
COc1cccc(C(=O)NC2CCN(CC(=O)NCc3ccccc3OC)CC2)c1	-3.1%	-2.0%	69.6%[activator]	-1.0%	6.2%	-1.1%	0.8%	4.7%	.	-2.6%	7.1%
COc1ccc2c(C)c(C(=O)NCC(C)O)oc2c1OC (configuration not stated)	-0.2%	0.6%	-0.7%	?	25.1µM*	?	-0.9%	3.1%	-0.4%	-0.8%	-1.1%
CSCCC(NS(=O)(=O)c1ccc2c(c1)oc(=O)n2C)C(=O)NC1CCCCC1 (configuration not stated)	-3.3%	0.3%	.	-3.4%	-5.1%	-2.1%	-0.2%	5.9%	0.2%	-2.9%	7.9%
N#Cc1c(N)nc(SCC(=O)OCc2ccccc2)c(C#N)c1-c1ccco1	-7.2%	3.5%	56.9%[activator]	-2.6%	?	12.6µM*	1.3%	3.3%	7.1%	5.0%	15.8µM*
COc1ccc(S(=O)(=O)N2CCN(S(=O)(=O)c3ccc(C(F)(F)F)cc3)CC2)cc1C	-11.5%	-0.7%	-3.6%	1.2%	8.8%	-0.7%	-1.9%	-5.1%	-2.0%	0.1%	6.0%
Brc1cnc(N2CCOCC2)nc1N1CCCCC1	1.2%	0.7%	-2.1%	1.6%	-0.8%	?	5.3%	-11.6%	0.1%	-1.6%	-17.9%
CCOC(=O)CNC(=O)CSc1nc(C)cc(C)c1C#N	3.5%	0.3%	-2.5%	-2.2%	-4.6%	1.9%	-0.1%	-3.5%	1.3%[57.5 µM]	-4.0%	3.6%
O=C(COC(=O)c1cnccn1)Nc1ccc2c(c1)OCO2	3.0%	0.7%	21.9%	-1.1%	?	0.2%	-3.4%	-1.4%	-1.7%	0.2%	-0.6%
CN(C)C(=O)c1ccc(-c2cncnc2N(C)Cc2ccco2)cc1	-5.0%	0.7%	-13.3%	0.0%[9.22 µM]	-29.9%	6.5%	-4.1%	-2.5%	1.0%	0.3%	-0.9%

(list continues)
SMILES	DNA Pol III inh	BRCT inh red	USP2a inhib	GFP derepression	HADH2 inhib	CRE Fsk mod	Hsp90 Hop PPI	Ub-GFP proteasome	HBB splice mod	BRCT inh green	ALOX15 inhib
Nc1nc(Cn2nnc(-c3ccccc3Cl)n2)nc(N2CCOCC2)n1	5.5%	-1.7%	7.3%	4.1%	10.2%	?	-0.4%	0.0%	-0.9%	1.9%	-22.1%
CN(C)c1ccc(CN(C(=O)c2ccco2)C2CCS(=O)(=O)C2)cc1 (configuration not stated)	-5.5%	1.8%	1.9%	-2.0%	3.0%	13.5%	-2.7%	14.3%	0.7%[1.84 µM]	-5.4%	-6.9%
C/C=C/c1ccc(OC)c(OC(C)=O)c1	0.3%	-4.1%	3.9%	3.2%	-0.7%	5.8%	0.3%	-3.3%	4.4%	-1.8%	7.5%
CC(C)(C)NC(=O)c1ccccc1-c1nc(-c2ccccc2Cl)no1	9.1%	1.4%	11.7%	-0.4%	17.9%	-29.6%	?	-3.6%	0.8%[1.84 µM]	-0.2%	5.6%
O=C(CN1C(=O)c2ccccc2S1(=O)=O)Nc1ccc(S(=O)(=O)N2CCCCC2)cc1	-2.0%	0.5%	41.7%[activator]	3.3%	3.9%	-14.1%	-8.7%	-2.3%	0.9%	-0.5%	0.5%
CCC(=O)N1CCN(c2ccccc2NC(=O)Cc2ccc(Cl)cc2)CC1	0.4%	-1.4%	23.2%	0.0%	4.6%	14.9%	-6.1%	1.6%	-2.1%	2.6%	-19.5%
Cn1c(C(=O)NCCCN2CCCC2=O)cc2c(=O)n3ccccc3nc21	-4.2%	1.2%	1.8%	-1.8%	25.1µM*	5.01µM*	0.2%	2.2%	0.6%	1.0%	-10.6%
COc1ccc(C)cc1NC(=O)C1CCCN1C(=O)OCc1ccccc1 (configuration not stated)	4.6%	0.2%	3.2%	2.0%	4.8%	-5.4%	1.0%	3.7%	0.0%	-0.9%	1.9%
COC(=O)C1(C)NC(c2cccs2)C2C(=O)N(c3ccc(F)cc3)C(=O)C21 (configuration not stated)	-3.0%	0.1%	6.1%	-1.9%	12.0%	-8.0%	?	-1.1%	.	-3.5%	-18.4%
CCCCSc1nc2c(cnn2-c2ccc(F)cc2)c(=O)[nH]1	-2.5%	-0.1%	.	.	14.3%	?	2.9%	3.0%	-1.1%	1.8%	-2.4%
Cc1cc(O)c(-c2cc(C(=O)NCc3ccc4c(c3)OCO4)[nH]n2)cc1C	-0.3%	1.3%	-12.5%	0.0%	13.3%	0.7%	-3.5%	0.8%	-0.6%[57.5 µM]	-0.7%	7.6%

Screening data (PubChem BioAssay)

Only part of the results is shown (hit frequency here may not be typical).
